Mm-Cpn inhibitor – blocks the Methanococcus maripaludis chaperonin Mm-Cpn; 0.031% of 330,000 active; Potency, µM (titrated, usually from 76.9 µM), without a hit: top-dose activity, negative = inhibition, most hits filed as inhibitors; purified Mm-Cpn ATPase, ADP Transcreener TR-FRET; further: potency means the concentration at half of the fitted maximal effect; on the % scale 0 is the no-effect control and ±100 the full control effect; nearly all actives have a fitted effect of over 80% in size
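25 nM Mm-CPN + cpd, 10 min 37°C; + 10 uM ATP, 30 min 37°C; buffer 30 mM Tris pH 7.4, 100 mM KCl, 5 mM MgCl2, 1 mM DTT; Transcreener ADP HTRF detection 30 min RT.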
PTHR1 agonist – activates the human parathyroid hormone receptor PTHR1; HEK293 GP2 PTHR1 cells, GloSensor cAMP luminescence, 1 h; Potency, µM (series often up to 115 µM), without a hit: at the top dose activation, actives largely listed as activators; 0.075% of 410,000 active; further: potency means the concentration at half of the fitted maximal effect; nearly all actives have a fitted effect of over 55% in size; some results filed as inactive show a strong effect at the top dose; inactives centre near -15; many of its hits are not listed in these tables
Target sequence (Q03431 whole entry, looked up): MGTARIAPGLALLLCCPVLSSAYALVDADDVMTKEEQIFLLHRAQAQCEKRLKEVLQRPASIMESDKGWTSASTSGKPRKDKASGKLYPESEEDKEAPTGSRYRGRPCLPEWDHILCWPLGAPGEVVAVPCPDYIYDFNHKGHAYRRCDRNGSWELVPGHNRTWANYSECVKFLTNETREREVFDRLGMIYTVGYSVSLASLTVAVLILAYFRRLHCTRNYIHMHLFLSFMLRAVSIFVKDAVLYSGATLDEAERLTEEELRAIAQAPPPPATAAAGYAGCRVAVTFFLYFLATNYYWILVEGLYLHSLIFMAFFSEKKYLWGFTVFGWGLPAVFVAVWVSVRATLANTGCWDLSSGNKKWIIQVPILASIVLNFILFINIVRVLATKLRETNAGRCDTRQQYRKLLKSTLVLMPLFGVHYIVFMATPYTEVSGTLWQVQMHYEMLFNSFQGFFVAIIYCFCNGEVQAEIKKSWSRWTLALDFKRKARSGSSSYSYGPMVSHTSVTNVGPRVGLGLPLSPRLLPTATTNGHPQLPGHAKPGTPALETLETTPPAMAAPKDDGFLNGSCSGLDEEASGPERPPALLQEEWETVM
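HEK-293-derived GP2 cells expressing PTHR1 and a GloSensor cAMP reporter, 3,000/well, plated overnight, given luciferin plus IBMX (each 0.5 mM as added) for 1 h at 37 °C, then compound for 1 h at 37 °C. Luminescence was read after 15 min at room temperature.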
Abeta yeast res – restores growth of yeast expressing A-beta42 peptide | yeast expressing A-beta42, growth rescue, OD600, 48 h; response scale: 0% DMSO, 100% iron-clioquinol control | AID 1347071 | 0.063% of 410,000 active | Potency, µM (titrated, usually from 46.1 µM), for inactives: at the top dose growth rescue, actives largely listed as activators; further: potency means the concentration at half of the fitted maximal effect; nearly all actives have a fitted effect of over 55% in size
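Yeast growth medium received pinned compounds, then yeast cells expressing toxic A-beta were added; plates incubated at 30 C for 48 hr. Growth read as absorbance at 600 nm, normalized to DMSO and equimolar FeCl3 plus clioquinol controls.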
pAkt inh – Akt phosphorylation inhibition. Neuro2A IGF-stimulated pAkt S473 HTRF, 20 min; stronger effect = lower value. activity change, % for hits at 50 µM. 0.32% of 360,000 active. AID 651550; in the data active means activity change below about -80%; inconclusive means mostly about -51% to -80%; further: on the % scale 0 is the no-effect control and ±100 the full control effect
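Neuro2A cells in DMEM with 0.5% FBS, overnight at 37 deg C, given compound at single 50 µM final, then IGF (6 nM final) for 20 min at 37 deg C. Lysed; phospho-Akt Ser473 by HTRF after 24 h, 665/615 ratio.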
aSyn yeast inh – alpha-synuclein toxicity inhibition in yeast | Yeast expressing alpha-synuclein, growth rescue, BacTiter-Glo, 24 h | Potency, µM (top dose mostly 46.1 µM), inactives show at the highest dose growth rescue (activation), actives largely listed as activators | 0.14% of 370,000 active; further: potency means the concentration at half of the fitted maximal effect; % of control where 0% means no effect; nearly all actives have a fitted effect of over 65% in size
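Readout is rescue of growth in alpha-synuclein-expressing yeast, so inhibitors of toxicity appear as activators. Growth after 24 hr at 30 deg C in galactose medium is quantified by luminescence.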
TDP-43 yeast inh – rescues yeast growth from TDP-43 toxicity | TDP-43 expressing yeast growth rescue, BacTiter-Glo, 24 h | Potency, µM (highest dose often 46.1 µM), without a hit: at the highest dose growth rescue (activation), usual class: activators | 1.8% of 410,000 active | AID 652104; further: potency means the concentration at half of the fitted maximal effect; % of control where 0% means no effect; nearly all actives have a fitted effect of over 50% in size
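Yeast expressing TDP-43 (pregrown in raffinose, seeded at OD600=0.02 in galactose medium) exposed to compounds 24 hr at 30 deg C. Growth read by BacTiter-Glo luminescence; rescue of toxicity appears as increased signal.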
GLP-1R inv ag – GLP-1 receptor (human) inverse agonism. HEK293 GLP-1R CRE-luciferase, luminescence, 24 h; GLP-1R form is constitutively active. Potency, µM (series often up to 38.3 µM), without a hit: top-dose activity change, negative = inhibition, actives largely listed as inhibitors. 1.6% of 410,000 active. AID 624417; further: potency means the concentration at half of the fitted maximal effect; on the % scale 0 is the no-effect control and ±100 the full control effect; nearly all actives have a fitted effect of over 55% in size
Target sequence (P43220 whole entry, looked up): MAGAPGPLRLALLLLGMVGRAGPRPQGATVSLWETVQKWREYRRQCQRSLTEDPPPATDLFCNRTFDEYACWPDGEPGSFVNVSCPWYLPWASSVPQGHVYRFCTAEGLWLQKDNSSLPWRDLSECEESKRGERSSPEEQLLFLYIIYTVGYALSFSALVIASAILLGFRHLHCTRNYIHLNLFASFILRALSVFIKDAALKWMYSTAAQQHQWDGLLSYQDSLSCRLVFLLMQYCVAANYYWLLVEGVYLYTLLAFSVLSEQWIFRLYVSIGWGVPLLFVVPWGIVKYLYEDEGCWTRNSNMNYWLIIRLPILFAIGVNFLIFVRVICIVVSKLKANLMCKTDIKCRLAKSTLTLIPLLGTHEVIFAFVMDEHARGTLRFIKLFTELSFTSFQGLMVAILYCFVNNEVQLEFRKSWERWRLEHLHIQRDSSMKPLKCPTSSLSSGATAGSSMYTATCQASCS
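HEK293 cells stably co-expressing a cAMP-responsive luciferase reporter and constitutively active GLP-1R were seeded, incubated 12 h, then exposed to compounds for 24 h at 37 C. Luminescence was read 12 min after detection reagent; inverse agonists lower signal.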
FUS suppressor – suppressors of FUS proteinopathy in yeast; AID 1347120; 0.24% of 390,000 active; S. cerevisiae FUS-expressing, growth rescue, OD600, 24 h; Potency, µM (highest dose often 76.6 µM), without a hit: top-dose growth rescue (activation), hits mostly activators;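 further: potency means the concentration at half of the fitted maximal effect; plate controls were DMSO vehicle for no effect and reference control for full effect; nearly all actives have a fitted effect of over 55% in size; some results filed as inactive show a strong effect at the top dose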
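Steps: raffinose overnight preculture; dilution to OD 0.005 in 2% galactose minimal medium; compound addition (concentration series); 24hr at 30C, 99% humidity; absorbance read at 600 nm.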
HEK293 tox – cytotoxicity counter-screen for GLP-1 receptor inverse agonists; HEK293 cAMP-luciferase reporter cells, luminescence, 24 h; Potency, µM (doses to about 38.3 µM), without a hit: top-dose activity change, negative = inhibition, hits mostly inhibitors; 0.13% of 410,000 active; AID 624418;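 further: loss of luciferase light is scored as toxicity; potency means the concentration at half of the fitted maximal effect; on the % scale 0 is the no-effect control and ±100 the full control effect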
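Cells in DMEM/10% Nu serum/1% pen-strep, 1536-well format. Pre-incubated 12 h, dosed with 23 nL compound, incubated a further 24 h. Luciferase detection, 12 min at room temp, luminescence.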
* marks the source's active call; other numbers are inactive results; i = inactive; ? = inconclusive; / = not tested or not shown; & = joins results of further samples; [ ] = another dose, or the depositor's remark. Unless noted, the call rests on the fitted dose curve; in most records, active means well fitted curve in the direction sought with a large enough effect; inconclusive means small, poorly fitted or top-dose-only effect, or another doubt; inactive means no such curve, though single readings can be large; an effect the other way counts as inactive or inconclusive.

SMILES	Mm-Cpn inhibitor	PTHR1 agonist	Abeta yeast res	pAkt inh	aSyn yeast inh	TDP-43 yeast inh	GLP-1R inv ag	FUS suppressor	HEK293 tox
COc1ccc(NC(=O)CN(c2ccc(C)cc2)S(=O)(=O)c2c(C)nn(C)c2C)cc1	0.1%	i	5.7%	i	-2.9%	4.8%	0.0%	11.2%	-12.7%
CCNC(=O)c1cc2c(c(-c3cccc(-c4cc5ccccc5o4)c3)n1)[C@H](CCO)N(C(=O)NC(C)C)C2	/	-34.7%[inhibitor]	17.1%	i	-3.1%	0.0%	?	?	?
CC1CCC(N2CCN(S(C)(=O)=O)CC2)CC1 (configuration not stated)	?	-10.9%[57.5 µM]	4.3%	i	-3.7%	-13.9%	-20.3%	-9.1%	-21.7%
COCCN1Cc2cccc(C(=O)NC(C)c3cccs3)c2C1=O (configuration not stated)	1.0%	i	-4.4%	i	-9.3%	0.0%	0.0%	11.2%	1.0%
Cc1ccc2[nH]cc(CCNC(=O)/C=C/c3ccco3)c2c1	-1.8%	-6.9%	12.6%	i	11.5%	18.3%	-22.0%	-8.9%	2.9%
O=C1SC(c2ccccc2)=N/C1=C/c1ccco1	-3.3%	-8.2%[57.5 µM]	-5.7%	i	-3.0%	-22.3%	3.4%	-25.7%	3.4%
Cc1ccc(C(=O)Nc2nc(-c3cc(Cl)sc3Cl)cs2)cc1	-0.8%	-13.1%[57.5 µM]	6.3%	i	-14.3%	8.3%	-13.9%	-3.9%	-16.7%
Cc1ccccc1C(=O)NCc1nnc(SCC(=O)N2c3ccccc3Sc3ccccc32)n1C	1.4%	-37.3%	17.6%	i	9.4%	16.6%	?	32.8%	-8.0%
CCOc1ccc(-n2c(CCC(=O)O)ccc2-c2ccc(Br)cc2)cc1	/	-18.8%	-1.3%	/	/	0.0%	-2.7%	-23.2%	0.9%
Cc1c(NC(=O)c2ccc(Br)o2)c(=O)n(-c2ccccc2)n1C	0.6%	-13.8%[57.5 µM]	0.1%	i	-6.3%	-4.7%	23.3%	-0.7%	1.7%
CCN(CC)CCNC(=O)c1ccc(N2CCCCC2)c(NS(=O)(=O)c2ccc(C)cc2)c1	0.6%	i	5.7%	i	0.0%	2.7%	?	13.2%	?
COC(=O)C[C@H]1CC[C@@H](NC(=O)Nc2c(C)noc2C)[C@@H](CO)O1	/	-13.2%	-0.6%	i	2.6%	0.0%	16.2%	-2.2%	-4.7%
COc1ccc(CCN2CC(C(=O)NCCc3ccc(C(F)(F)F)cc3)CCC2=O)cc1 (configuration not stated)	5.0%	-0.4%	7.0%	i	-0.2%	-11.6%	?	40.2%	-6.3%
CC/C(=N\NC(=O)Nc1ccccc1)c1ccccc1	-1.7%	-30.7%[inhibitor]	-14.3%	i	0.8%	25.1%	-29.9%	13.3%	11.5%
COc1cc(C(c2c(NC(=O)c3ccco3)sc(C)c2C)N2CCOCC2)cc(OC)c1OC (configuration not stated)	-2.9%	i	6.3%	i	5.2%	7.6%	?	24.6%	-29.9%
Cn1c[n+](C)cc1-c1ccc(/C(N)=N/O)cc1	-22.2%	i	-20.2%	i	-4.5%	13.7%	1.9%	18.4%	0.0%
CCOC(=O)c1c(N=CN(C)C)c(C#N)n2c1CCC2	2.1%	-8.2%[57.5 µM]	7.1%	i	-8.3%	0.2%	50.2%[activator]	-3.9%	-2.6%
O=C(COC(=O)c1ccc([N+](=O)[O-])o1)Nc1ccc(Br)cc1F	-3.9%	i	-74.1%[inhibitor]	i	-62.3%[inhibitor]	?	-4.7%	-3.8%	-2.9%
COc1ccc(N(CC(=O)Nc2cc(Cl)ccc2OC)S(=O)(=O)c2c(C)[nH]c(=O)[nH]c2=O)cc1	-0.9%	-73.8%[inhibitor]	0.8%	i	-1.8%	-10.9%	10.7%	?	-1.1%
CC(C)CC(=O)NC(=S)Nc1ccc(N2CCN(C(=O)c3cccs3)CC2)cc1	-1.4%	-10.3%	13.0%	i	-4.1%	17.8µM*	10µM*	1.8%	-0.1%
C/C(CC(=O)Nc1ccc(N(C)C)cc1)=N\NC(=O)C(=O)NCc1ccccc1	2.4%	i	-6.8%	i	19.3%	-9.0%	7.8%	?	-13.9%
CCCCN1C(=O)C(CC(=O)NC2CC2)CC(C(=O)N(C(C)C)C(C)C)=C1C (configuration not stated)	/	-20.0%	3.7%	i	-0.3%	7.4%	6.0%	-12.8%	5.1%
NC(=O)NCc1ccc(C(=O)OCc2ccncc2)cc1	0.6%	i	-2.6%	i	-4.6%	17.5%	-9.3%	-11.3%	15.5%
N=c1c(C(=O)NCc2ccccc2)cc2c(=O)n3ccccc3nc2n1CCCN1CCOCC1	-1.9%	i	4.4%	i	0.0%	0.3%	-18.8%	7.0%	213.4%[activator]
CC(C)N1CC(C(=O)Nc2ccc(C#N)cc2)CC1=O (configuration not stated)	-2.4%	-22.2%	6.4%	i	0.9%	7.9%	14.0%	-8.6%	-1.6%
COc1ccc(N(C(=O)c2ccncc2)S(=O)(=O)c2ccc3c4c(cccc24)C(=O)N3C)cc1	2.4%	i	-8.1%	i	0.0%	-7.0%	18.4%	-5.8%	0.1%
O=C(CSc1nnc(-c2ccccc2)o1)N1CCCc2ccccc21	/	-26.6%	-3.5%	/	/	?	-16.2%	19.2%	5.7%
COc1cc(CCC(=O)OCC(=O)Nc2cc(S(=O)(=O)N3CCOCC3)ccc2Cl)cc(OC)c1OC	/	-11.3%	0.0%	i	2.4%	2.5%	0.8%	/	5.9%
CC(NC(=O)c1ccc(C23CC4CC(CC(C4)C2)C3)cc1)C(=O)O (configuration not stated)	0.8%	-72.1%	-35.9%[inhibitor]	i	1.1%	-22.2%	11.5%	18.2%	9.0%
O=C(NCc1cccc(C(F)(F)F)c1)c1cccc2c1C(=O)c1ccc(N3CCC(Cc4ccccc4)CC3)cc1S2(=O)=O	-19.2%	i	0.0%	i	-3.8%	-6.0%	6.6%	32.2%	58.2%[activator]
O=S(=O)(c1cccc(-c2nnc(-c3cccnc3)o2)c1)N1CCCCC1	-0.4%	i	2.3%	i	12.9%	5.7%	61.0%[activator]	30.9%	-2.6%
CN1CCN(/C=C2\SC(=S)NC2=O)CC1	-1.1%	-2.5%[57.5 µM]	-9.6%	i	-3.6%	-9.8%	1.5%	-10.6%	?
O=C(COC(=O)COc1ccc(Cl)cc1Br)NCCC1=CCCCC1	1.4%	i	16.2%	i	3.9%[1.84 µM]	13.1%	-5.5%	20.7%	-37.4%
COc1ccccc1N1CCN(C(=O)c2cccc(S(=O)(=O)N3c4ccccc4CC3C)c2)CC1 (configuration not stated)	/	i	2.9%	i	-1.5%	-2.8%	?	/	-20.8%
O=C1[C@@H]2CSCN2C(=O)CN1CCc1cccc(F)c1	0.8%	i	-3.4%	i	-2.1%	10.4%	10.0%	-7.5%	1.7%
CCN1CCOC(=O)C1CC(=O)Nc1ccccc1C(F)(F)F (configuration not stated)	/	-11.7%	-83.3%[inhibitor]	/	/	?	8.8%	16.3%	7.8%
COc1cc(Cl)c(C)cc1NC(=O)c1ccccc1NC(=O)CN1CCOCC1	0.1%	-20.5%	-11.1%	i	-3.7%	11.4%	?	-8.7%	?
Cc1ccc(C(=O)Nc2nc3nc(-c4ccccc4)cc(=O)n3[nH]2)cc1	-0.1%	?	-13.6%&-2.1%	i	-1.9%	-16.0%&5.9%	5.0%&18.7%	-25.3%&-8.2%	3.6%&9.1%
O=C(NC1CCCCCC1)c1ccc(CS(=O)(=O)Cc2ccc(F)cc2)o1	-3.0%	-17.0%	6.7%	i	-5.2%	12.1%	?	11.1%	-2.8%
COc1ccccc1C(=O)NCc1n[nH]c(=S)n1Cc1ccccc1	1.0%	i	-3.4%	i	6.6%	16.7%	-1.9%	-31.4%	-2.0%
COc1ccc(CN2C(=O)c3cccc4cccc(c34)C2c2nc3ccccc3[nH]2)cc1 (configuration not stated)	/	-15.8%	-15.0%	i	-0.4%	-13.5%	-20.4%	?	7.6%
O=C(COC(=O)CCC(=O)c1cccs1)NCCc1ccccc1	0.3%	i	-14.8%	i	-12.1%	-2.8%	26.8%	5.1%	7.8%
O=C(NCCc1ccc2c(c1)OCO2)Oc1ccccc1	/	i	-5.5%	i	0.9%	?	2.1%	-6.4%	1.6%
CCn1c2ccccc2c2nnc(SCCCn3c(=O)[nH]c4ccccc43)nc21	-4.9%	-0.3%[57.5 µM]	19.0%	i	1.2%	0.8%	0.0%	-1.8%	-7.8%
N#C/C(=N/Nc1ccc(S(=O)(=O)N2CCOCC2)cc1)C(N)=O	0.8%	-17.2%	-5.8%	i	-0.3%	-34.2%[inhibitor]	-0.1%	-2.2%	?
Cc1sc2nc(N)sc2c1C	0.4%	-8.5%	-45.0%[inhibitor]	i	-35.4%[inhibitor]	-20.4%	33.6%[activator]	2.7%	9.7%
Cn1c(C(=O)O)c(S(=O)(=O)c2ccc(Cl)cc2)c2ccccc21	0.1%	-7.6%	-4.1%	i	-0.6%	-6.8%	17.9%	3.1%	6.3%
O=C(NC(NC1CCS(=O)(=O)C1)C(=O)c1ccccc1)c1ccc(Cl)cc1 (configuration not stated)	1.2%	-0.7%[57.5 µM]	9.4%	i	4.8%	1.9%	-11.8%	-1.9%	6.1%

Screening results from PubChem.

Some of the compounds tested; rates above refer to the full screens.
